# Source: PubChem BioAssay (National Center for Advancing Translational Sciences (NCATS))
# TRHR enhancer: allosterically enhances the human TRH receptor; TRHR cells, fluo-8 calcium fluorescence, EC20 TRH enhancement; enhancement, % at 2 µM; hit rate 0.66% among 360,000; in the data active = enhancement above about 30%; also: 0% is about no effect
# Target sequence (P34981 whole entry, looked up): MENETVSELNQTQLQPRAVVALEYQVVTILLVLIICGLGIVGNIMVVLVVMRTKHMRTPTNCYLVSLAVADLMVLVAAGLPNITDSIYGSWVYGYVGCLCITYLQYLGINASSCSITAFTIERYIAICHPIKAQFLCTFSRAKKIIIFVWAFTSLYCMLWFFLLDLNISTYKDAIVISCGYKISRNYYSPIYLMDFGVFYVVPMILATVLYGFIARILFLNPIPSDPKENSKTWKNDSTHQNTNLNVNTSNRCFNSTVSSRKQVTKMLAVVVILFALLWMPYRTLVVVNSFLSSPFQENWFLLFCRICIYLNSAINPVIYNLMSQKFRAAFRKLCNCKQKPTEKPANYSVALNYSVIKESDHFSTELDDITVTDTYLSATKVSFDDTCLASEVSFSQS
#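 TRHR-expressing cells loaded with fluo-8 calcium dye were read kinetically (ex 480/em 530) during compound addition, then stimulated with an EC20 of TRH (10 nM final). Enhancement of the Gq-mediated intracellular calcium response was scored.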
# Pin1 inhibitor: blocks the human prolyl isomerase Pin1; Q13526; Pin1 FP peptide displacement, HiFluor488, 10 min; Potency, µM (doses to about 115 µM), without a hit: top-dose activity, negative = inhibition, usual class: inhibitors; hit rate 0.009% among 390,000; AID 504891; active = well fitted inhibition curve with a large enough effect in the polarisation, with a control signal flat, not every such curve was filed as active; inconclusive = small, poorly fitted or top-dose-only effect, or effect the other way, or a change in a side signal; inactive = no such curve, though single readings can be large or run the other way; the % refers to the polarisation; also: potency is read from the fitted curve at half-maximal effect; % is scaled to controls: 0 for no effect and ±100 for the full control effect
# Target sequence (Q13526 whole entry, looked up): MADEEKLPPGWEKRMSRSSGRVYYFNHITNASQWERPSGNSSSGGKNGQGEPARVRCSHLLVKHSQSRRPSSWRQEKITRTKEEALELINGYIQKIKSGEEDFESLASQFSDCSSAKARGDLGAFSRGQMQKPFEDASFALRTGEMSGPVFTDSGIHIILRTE
# USP1-UAF1 inh: USP1/UAF1 (human) deubiquitinase inhibition; AID 743255; Potency, µM (top dose mostly 57.1 µM), without a hit: at the highest dose activity change, negative = inhibition, most hits filed as inhibitors; recombinant USP1/UAF1, Ub-Rhodamine cleavage fluorescence; hit rate 0.23% among 390,000; also: potency is read from the fitted curve at half-maximal effect; % is scaled to controls: 0 for no effect and ±100 for the full control effect; nearly all actives have a fitted effect of over 60% in size; inactives centre near -12
#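 1 nM enzyme complex + cpd, 15 min RT; start with Ub-Rho 150nM final; kinetic fluorescence ex 480/em 540, 6 reads q60 s. Buffer 50mM HEPES pH 7.8, 0.5mM EDTA, 0.1 mg/ml BSA, 1mM TCEP, 0.01% Tween-20.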
# TrxR1 inh: blocks rat thioredoxin reductase 1. hit rate 1% among 390,000. Potency, µM (highest dose often 114 µM), without a hit: top-dose activity change, negative = inhibition, actives largely listed as inhibitors. recombinant rTrxR1, NADPH fluorescence consumption, selenite substrate. O89049; also: potency is read from the fitted curve at half-maximal effect; % is scaled to controls: 0 for no effect and ±100 for the full control effect; nearly all actives have a fitted effect of over 65% in size
#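 Rat TrxR1 (90 nM in the dispensed reagent) was pre-reduced with 400 uM NADPH for 5 min at room temperature, then incubated with compound for 15 min. After 400 uM selenite was added, NADPH fluorescence (Ex 340/Em 450 nm) was followed for 8 min.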
# TrxR1 substrate: rat thioredoxin reductase 1 substrate activity; O89049; purified TrxR1 substrate turnover, NADPH consumption readout; Potency, µM (titrated, usually from 114 µM), without a hit: at the top dose activity change, negative = substrate turnover; hit rate 0.01% among 390,000; AID 588456; also: potency is read from the fitted curve at half-maximal effect; % is scaled to controls: 0 for no effect and ±100 for the full control effect; nearly all actives have a fitted effect of over 50% in size
#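 Rat TrxR1, dispensed at 90 nM, was prereduced with 400 uM NADPH (final) for 5 min at ~22 deg C, then incubated with compound 15 min before 400 uM selenite. A first-read NADPH fluorescence drop versus no-compound background flagged substrates.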
# D2 antagonist: antagonizes the human D2 dopamine receptor. HEK293 TREx D2 cells, calcium flux, dopamine EC80. inhibition, % at 10 µM. hit rate 2% among 340,000. AID 485344; in the data active = inhibition above about 30%; also: 0% is about no effect
# Target sequence (P14416 whole entry, looked up): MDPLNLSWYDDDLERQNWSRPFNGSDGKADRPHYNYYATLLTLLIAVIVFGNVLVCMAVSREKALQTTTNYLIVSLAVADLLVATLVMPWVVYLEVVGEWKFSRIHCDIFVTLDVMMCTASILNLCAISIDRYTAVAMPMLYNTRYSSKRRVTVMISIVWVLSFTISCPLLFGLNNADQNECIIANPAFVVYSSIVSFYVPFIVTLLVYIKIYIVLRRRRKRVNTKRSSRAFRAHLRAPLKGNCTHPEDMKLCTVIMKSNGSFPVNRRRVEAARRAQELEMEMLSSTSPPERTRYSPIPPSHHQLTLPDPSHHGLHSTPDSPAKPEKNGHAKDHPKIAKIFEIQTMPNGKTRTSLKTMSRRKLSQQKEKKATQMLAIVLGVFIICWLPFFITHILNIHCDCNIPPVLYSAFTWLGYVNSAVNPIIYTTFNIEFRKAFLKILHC
#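 Inhibition of EC80 dopamine-driven calcium flux, recorded kinetically, defines activity here; cells are a tetracycline-induced HEK293 T-REx line expressing force-coupled D2.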
# D2 agonist: agonists of human D2 dopamine receptor. hit rate 0.53% among 340,000. P14416. activation, % at 2 µM. AID 485358. HEK293 T-REx D2 cells, calcium flux agonist mode;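 active = activation over 3 SD above normal in the single-dose calcium agonist read, cut at about 30% in these data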; also: 0% is about no effect
#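 Tetracycline-induced HEK293 T-REx cells with force-coupled D2 receptor, plated overnight at 30 C, loaded with no-wash calcium dye. After a 10 s baseline, compound was pin-added and calcium flux read kinetically for 180 s; calcium rises flagged agonists.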
# IDH1 R132H inh: human IDH1 R132H inhibition; hit rate 0.093% among 390,000; O75874; Potency, µM (doses to about 76.6 µM), inactives show top-dose activity change, negative = inhibition, most hits filed as inhibitors; IDH1-R132H enzyme, NADPH consumption, diaphorase/resazurin fluorescence; also: potency is read from the fitted curve at half-maximal effect; % is scaled to controls: 0 for no effect and ±100 for the full control effect; nearly all actives have a fitted effect of over 65% in size
#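 IDH1-R132H (0.5 ug/mL dispensed) in pH 7.5 Tris buffer was preincubated 30 min with compound, then given a substrate mix of 0.016 mM NADPH and 2 mM alpha-KG for 80 min at room temperature; remaining NADPH was read by diaphorase/resazurin fluorescence.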
# TRHR ag: agonists of human TRH receptor. P34981. TRHR cells, calcium flux fluo-8, FDSS agonist mode. activation, % at 2 µM. hit rate 0.18% among 360,000; in the data active = activation above about 30%; also: 0% is about no effect
#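 Read-out: compound-evoked intracellular calcium rise in TRHR cells, fluo-8 dye, kinetic FDSS fluorescence at 1 s/cycle following a 10-cycle baseline. Cells cultured overnight before dye loading (30 min–1.5 h, RT).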
# Numbers without * were called inactive; ? = inconclusive; . = not tested or not shown; & = joins results of further samples; [ ] = remark or other dose. Unless noted, calls follow the shape of the dose curve; as a rule, active = well fitted inhibition curve with a large enough effect; inconclusive = small, poorly fitted or top-dose-only effect; inactive = no such curve, though single readings can be large or run the other way. The list is partial; count on the stated rates, not on these rows.
# Start of the data: the first 5 entries as a preview:
Molecule	TRHR enhancer	Pin1 inhibitor	USP1-UAF1 inh	TrxR1 inh	TrxR1 substrate	D2 antagonist	D2 agonist	IDH1 R132H inh	TRHR ag
CC1=NCC(C)c2c1[nH]c1ccccc21 (stereo not drawn)	0	?	-1%	8%[57.1 µM]	12%[57.1 µM]	-10	0.0	6%	1.5
COc1cccc(-c2ccc(SCC(=O)NCCc3ccccc3)nn2)c1	5	2%	-13%	21%[57.1 µM]	5%[57.1 µM]	-12	-1.1	2%	-0.8
COCCn1c(SCC(=O)Nc2cccc(F)c2)nc2c([nH]c3ccccc32)c1=O	-5	-3%	-9%	-1%	1%	0	0.4	3%	0.4
CCOc1cccc(-c2cc(=O)[nH][nH]2)c1	-3	-2%	-7%	36%	5%	-4	0.0	5%	0.2
O=C(O)/C=C/c1ccccc1[N+](=O)[O-]	-2	0%	-12%	28%	7%	5	0.5	5%	0.2

# The whole of this part, from the start:
Molecule	TRHR enhancer	Pin1 inhibitor	USP1-UAF1 inh	TrxR1 inh	TrxR1 substrate	D2 antagonist	D2 agonist	IDH1 R132H inh	TRHR ag
CC1=NCC(C)c2c1[nH]c1ccccc21 (stereo not drawn)	0	?	-1%	8%[57.1 µM]	12%[57.1 µM]	-10	0.0	6%	1.5
COc1cccc(-c2ccc(SCC(=O)NCCc3ccccc3)nn2)c1	5	2%	-13%	21%[57.1 µM]	5%[57.1 µM]	-12	-1.1	2%	-0.8
COCCn1c(SCC(=O)Nc2cccc(F)c2)nc2c([nH]c3ccccc32)c1=O	-5	-3%	-9%	-1%	1%	0	0.4	3%	0.4
CCOc1cccc(-c2cc(=O)[nH][nH]2)c1	-3	-2%	-7%	36%	5%	-4	0.0	5%	0.2
O=C(O)/C=C/c1ccccc1[N+](=O)[O-]	-2	0%	-12%	28%	7%	5	0.5	5%	0.2
O=C(Cn1cc(Cl)c([N+](=O)[O-])n1)NCCC1=CCCCC1	-2	-4%	-10%	17%	7%	3	-0.5	2%	-1.5
Cc1ccc(Cl)cc1N1CCN(C(=O)C2CCC(CNS(=O)(=O)c3cccs3)CC2)CC1 (stereo not drawn)	4	5%	-28%	21%	3%	.	.	5%	0.7
Cc1cc2nc(/N=C(\N)NC(=O)N3c4ccccc4Sc4ccccc43)nc(C)c2cc1C	6	9%&13%	-10%&-6%	35%&-6%[activator]	4%&-5%	-5	0.1	-3%&0%	0.2
COc1ccc(S(=O)(=O)N2CCc3ccccc3C2)cc1C(=O)O	14	?	-13%	1%[57.1 µM]	-2%[57.1 µM]	1	-0.6	-9%	0.2
COc1ccc(-c2cn[nH]c2-c2ccc(OCc3ccccc3)cc2O)cc1OC	-3	0%	-12%	10%	7%	3	-0.1	6%	-0.1
CCn1c(=O)c(=O)n(CC)c2cc(S(=O)(=O)N3CCc4ccccc43)ccc21	11	-10%	-21%	42%[activator]	8%	-8	0.6	7%	-0.4
Cc1ccc(S(=O)(=O)NC(CC(=O)N2CCc3ccccc32)c2ccco2)cc1 (stereo not drawn)	-1	2%	-13%	15%[57.1 µM]	-1%[57.1 µM]	-6	1.7	-2%	-0.3
c1ccc(CNn2nnnc2-c2ccccc2)cc1	-1	0%	0%	19%	-1%	22	-0.1	13%	-0.1
CCCCc1nnc(NC(=O)C2CCCO2)s1 (stereo not drawn)	1	-4%	-1%	32%[57.1 µM]	7%[57.1 µM]	-2	-0.2	14%	0.3
O=C(Nc1ccc2cccnc2c1)c1ccc(Br)cc1	-12	6%	2%	36%	2%	-3	1.0	10%	0.1
COc1ccccc1-n1cc(CN2CCN(C3CCCCC3)C(CCO)C2)cn1 (stereo not drawn)	11	-10%	-4%	18%[57.1 µM]	4%[57.1 µM]	29	0.1	1%	0.3
COc1ccc(CCNC(=O)c2cc(C(=O)c3cc(C)ccc3O)cn(CCc3ccc(OC)cc3)c2=O)cc1	-7	20%	-20%	17%[57.1 µM]	5%[57.1 µM]	-8	0.9	1%	1.3
CCCCCN(C(=O)COC(=O)c1ccc(Br)o1)c1c(N)n(CCCC)c(=O)[nH]c1=O	19	32%[activator]	-9%	-7%	-6%	-5	0.0	3%	-1.2
CCn1nc(C(=O)OCC(=O)N(CC(C)C)c2c(N)n(Cc3ccccc3)c(=O)[nH]c2=O)c2ccccc2c1=O	4	0%	1%	1%	-4%	-14	0.0	-4%	0.1
Fc1ccc(CNc2ncnc3cc(Cl)ccc23)cc1	6	2%	-23%	12%	-2%	-1	0.3	0%	-1.9
O=C1CN(C(=O)c2ccco2)C(c2ccccc2)c2cc(Cl)ccc2N1 (stereo not drawn)	2	1%	-21%	-18%	-1%	22	0.3	2%	0.0
N/C(Cc1ccc(Cl)cc1)=N\OC(=O)c1ccc2ccccc2c1	-1	3%	-23%	-5%	0%	-19	-0.5	-1%	0.2
CN(C(=O)COC(=O)c1cc(S(=O)(=O)N2CCOCC2)ccc1F)C1CCS(=O)(=O)C1 (stereo not drawn)	-2	-3%	-8%	7%	-7%	.	.	3%	0.3
Cc1ccc(/C=N/NC(=O)CSc2nc3ccccc3c(=O)n2-c2ccccc2)s1	4	-3%	-3%	-9%	-4%	16	0.6	3%	1.0
COc1cc(/C=C(\CCC(=O)O)c2nc3ccccc3s2)ccc1OCC(=O)Nc1c(Cl)cccc1Cl	.	.	?	26%	41%[activator]	.	.	-4%	.

# New compounds follow:
Molecule	TRHR enhancer	Pin1 inhibitor	USP1-UAF1 inh	TrxR1 inh	TrxR1 substrate	D2 antagonist	D2 agonist	IDH1 R132H inh	TRHR ag
CN(C)CCn1c(C(=O)Nc2ccccc2)cc2ccccc21	3	-9%	-12%	7%[57.1 µM]	5%[57.1 µM]	-12	-0.2	1%	-0.2
CCN1CCc2c(sc(-n3cccc3)c2C(CCC(C)C)NC(=O)NCCC(=O)OC)C1 (stereo not drawn)	-8	?	?	-23%	-12%	.	4.4	21%	7.4
O=C(c1ccc(F)cc1)N1CCC(C(=O)N2CCN(S(=O)(=O)c3cccc(Cl)c3)CC2)CC1	-3	-1%	-26%	-8%	-6%	3	-1.3	4%	-0.2
C/C(=N\NC(=O)C1CC1(C)c1ccccc1)c1ccco1 (stereo not drawn)	5	3%	5%	-10%[57.1 µM]	0%[57.1 µM]	3	0.1	4%	-0.4
CCNc1nc(Sc2ccc(C)cc2)cc(C(F)(F)F)n1	-1	5%	-26%	17%	-2%	-13	0.0	7%	-0.5
COc1ccc(CNC(=O)CC2Sc3ccccc3NC2=O)cc1 (stereo not drawn)	-4	0%	-11%	12%	7%	7	5.3	8%	0.2
COc1cccc(NS(=O)(=O)c2ccc(-c3cc(C)no3)s2)c1	-1	12%	-5%	4%[57.1 µM]	-2%[57.1 µM]	.	-0.8	1%	-0.4
COc1ccc(CN=C(Nc2ccccc2)SC2CC(=O)NC2=O)cc1 (stereo not drawn)	2	-3%	7%	6%[57.1 µM]	-10%[57.1 µM]	3	0.2	3%	0.3
Cn1c(=O)c2c(SCc3cccc(C(F)(F)F)c3)nc(-c3ccco3)nc2n(C)c1=O	-1	1%	-7%	23%	9%	-5	0.9	1%	0.3
CC1CCN(C(=O)c2nc[nH]c2C(=O)N2CCC(C)CC2)CC1	5	?	-11%	16%	3%	1	0.3	5%	0.4
O=CN/C=C/c1cccc(O)c1	.	-1%	-13%	5%[11.4 µM]	5%[11.4 µM]	.	.	4%	.
Cc1nc2ccc(S(=O)(=O)NCC(=O)NCCN3CCCCCC3)cc2s1	-5	-13%	-7%	-3%	17%	3	0.1	4%	0.1
Cc1c(NC(=O)CN2c3cccc4cccc(c34)S2(=O)=O)c(=O)n(-c2ccccc2)n1C	2	0%	-18%	-14%	14%	-5	1.8	5%	1.4
Cc1ccc(SC(C)C(=O)NCc2ccncc2)cc1 (stereo not drawn)	1	-3%	-11%	4%	-3%	-3	0.3	1%	-0.1
CS(=O)(=O)NC1c2cccc3cccc(c23)C1N1CCOCC1 (stereo not drawn)	-1	-7%	-15%	-13%	-4%	-11	1.4	8%	0.2
C=CCNc1cc(C)oc(=O)c1C(=O)CC	0	8%	-17%	25%[57.1 µM]	11%[57.1 µM]	-7	0.0	23%	0.0
CCC(=O)NCCCc1nc2ccccc2n1Cc1ccccc1F	-3	-3%	-12%	3%	-8%	21	2.0	-5%	0.1
COc1ccc(COc2cccc(C=O)c2)cc1	-2	-1%	-29%	1%	-4%	2	-1.6	7%	-0.1
Cc1ccc(NC(=O)COC(=O)c2ccc3c(c2)C(=O)N(CCc2ccccc2)C3=O)c(C)c1	2	7%	-9%	-7%	-3%	8	1.5	4%	0.7
COc1ccc(Nc2c(-c3ccc(C)o3)nc3cc(C)ccn23)cc1	-11	?	-18%	28%	41%[activator]	.	.	0%	-1.5
COc1ccc(/C=N\N=C2/SC(CC(=O)O)C(=O)N2c2ccc(O)cc2)cc1 (stereo not drawn)	4	3%	12%	-21%	-4%	-7	0.3	0%	0.3
CC(OC(=O)c1ccc(Cl)c(S(=O)(=O)Nc2ccc(F)cc2)c1)C(=O)NC(N)=O (stereo not drawn)	-5	1%	-7%	3%	-3%	7	-0.5	16%	-0.2
CN1CCc2nc(NC(=O)COc3ccc(C#N)cc3)sc2C1	-1	7%	-19%	2%[57.1 µM]	-19%[57.1 µM]	-11	5.9	2%	0.3

# Some of these compounds in order of count of non-hydrogen atoms, low to high:
Molecule	TRHR enhancer	Pin1 inhibitor	USP1-UAF1 inh	TrxR1 inh	TrxR1 substrate	D2 antagonist	D2 agonist	IDH1 R132H inh	TRHR ag
CN(C)CCn1c(C(=O)Nc2ccccc2)cc2ccccc21	3	-9%	-12%	7%[57.1 µM]	5%[57.1 µM]	-12	-0.2	1%	-0.2
COc1ccc(Nc2c(-c3ccc(C)o3)nc3cc(C)ccn23)cc1	-11	?	-18%	28%	41%[activator]	.	.	0%	-1.5
Cc1ccc(NC(=O)COC(=O)c2ccc3c(c2)C(=O)N(CCc2ccccc2)C3=O)c(C)c1	2	7%	-9%	-7%	-3%	8	1.5	4%	0.7
